Source: PubChem BioAssay
IMPase cell inh: IMPase inhibition in cells | inhibition (IP1 accumulation), % at 46.1 µM | 120,000 tested, under 10 active | P97697 | CHO-M1 cells, IP1 accumulation, HTRF TR-FRET ratio; active = well fitted curve in the direction sought with a large enough effect in the signal ratio, not every such curve was filed as active; inconclusive = small, poorly fitted or top-dose-only effect, or a change in a side signal; inactive = no such curve, though single readings can be large or run the other way; the % refers to the signal ratio;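 also: cells stimulated with carbachol in lithium chloride buffer; plate controls were DMSO basal wells for no effect and reference inhibitor wells for full effect; higher means more IMPase inhibition seen as more IP1 and lower FRET ratio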
Target sequence (P97697 whole entry, looked up): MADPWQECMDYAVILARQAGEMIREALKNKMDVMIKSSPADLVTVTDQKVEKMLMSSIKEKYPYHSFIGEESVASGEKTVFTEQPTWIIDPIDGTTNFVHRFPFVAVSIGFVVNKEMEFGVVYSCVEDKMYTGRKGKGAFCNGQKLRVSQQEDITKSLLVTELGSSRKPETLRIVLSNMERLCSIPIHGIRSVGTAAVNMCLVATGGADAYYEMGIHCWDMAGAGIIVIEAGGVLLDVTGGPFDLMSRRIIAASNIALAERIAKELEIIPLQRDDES
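Measured: the HTRF emission ratio (665/620 nm) plus the 620 nm donor channel, each fitted to the Hill equation to give AC50. Cells were CHO-M1 given compounds up to 46 uM and a 30 min carbachol stimulation at 37C.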
ALOX15B inhib: blocks human 15-lipoxygenase 2 activity; O15296; purified 15hLO-2, xylenol orange hydroperoxide absorbance; Potency, µM (series often up to 57.1 µM), for inactives: top-dose activity change, negative = inhibition, most hits filed as inhibitors; actives 0.56% (n = 110,000); AID 881; also: potency is read from the fitted curve at half-maximal effect; nearly all actives have a fitted effect of over 60% in size; many of its hits are not listed in these tables
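Screening format was qHTS against 50 nM purified 15hLO-2 in Hepes pH 7.5 with detergent. Activity follows hydroperoxide formation from 45 uM arachidonic acid, measured as 573:405 nm absorbance ratio of the ferric-xylenol orange complex.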
ALOX12 inhib: inhibitors of human 12-lipoxygenase (ALOX12) | actives 0.12% (n = 150,000) | P18054 | AID 1452 | Potency, µM (doses to about 57.1 µM), without a hit: top-dose activity change, negative = inhibition, usual class: inhibitors | purified 12-hLO, xylenol orange hydroperoxide absorbance; also: potency is read from the fitted curve at half-maximal effect; nearly all actives have a fitted effect of over 55% in size; many of its hits are not listed in these tables
Target sequence (P18054 whole entry, looked up): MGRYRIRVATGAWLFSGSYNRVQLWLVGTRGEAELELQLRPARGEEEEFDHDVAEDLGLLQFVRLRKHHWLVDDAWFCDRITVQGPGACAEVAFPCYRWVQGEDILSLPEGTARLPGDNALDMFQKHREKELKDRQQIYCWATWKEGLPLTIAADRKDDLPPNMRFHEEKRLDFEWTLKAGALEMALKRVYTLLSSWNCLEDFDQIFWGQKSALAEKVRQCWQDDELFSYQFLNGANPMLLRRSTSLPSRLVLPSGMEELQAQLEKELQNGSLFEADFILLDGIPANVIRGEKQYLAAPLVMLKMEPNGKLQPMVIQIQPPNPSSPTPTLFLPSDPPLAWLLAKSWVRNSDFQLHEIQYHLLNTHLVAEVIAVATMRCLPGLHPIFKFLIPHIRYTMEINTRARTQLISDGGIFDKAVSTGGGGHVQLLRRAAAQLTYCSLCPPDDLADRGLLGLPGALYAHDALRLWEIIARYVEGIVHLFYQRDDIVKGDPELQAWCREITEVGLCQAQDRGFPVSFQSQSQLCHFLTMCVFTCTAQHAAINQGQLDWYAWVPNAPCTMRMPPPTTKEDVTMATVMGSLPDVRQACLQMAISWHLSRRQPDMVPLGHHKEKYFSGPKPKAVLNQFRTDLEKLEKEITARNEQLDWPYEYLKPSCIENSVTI
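Lipoxygenase turnover measured by absorbance at 573 and 405 nm after Fe-XO development. Human 12hLO 150 nM, arachidonate 40 uM, pH 7.0 Hepes buffer with detergent; 15 min compound preincubation, 30 min reaction.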
PNC inhibitor: inhibitors of perinucleolar compartment assembly; PC3M PTB-GFP, PNC prevalence imaging, 16 h; hits give low values; activity change (PNC), negative = inhibition, % at 10 µM; actives 3.1% (n = 140,000); AID 2417;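 active = readout at or below -70, meaning at least 70% loss of cells showing the perinucleolar compartment, a nuclear body marking cancer cells; inconclusive = readout between -30 and a set limit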;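 also: plate controls were DMSO wells for no effect and camptothecin positive control wells for full effect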
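Read-out is percentage of cells bearing a perinucleolar compartment, from automated 20x imaging of fixed, Hoechst-stained PC3M PTB-GFP cells. Cells were seeded 4 h, then exposed 16 h to compound (23 nl of library stock) in duplicate plates.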
Starred values were filed as active, the others as inactive; u = inconclusive; x = not tested or not shown; [ ] = remark or other dose. Unless noted, calls follow the shape of the dose curve; as a rule, active = well fitted curve in the direction sought with a large enough effect; inconclusive = small, poorly fitted or top-dose-only effect, or another doubt; inactive = no such curve, though single readings can be large; an effect the other way counts as inactive or inconclusive. Unless noted, % is scaled to controls: 0 for no effect and ±100 for the full control effect.

Start of the listing, in advance:
Key to letters: A = IMPase cell inh; B = ALOX15B inhib; C = ALOX12 inhib; D = PNC inhibitor
CC1CN(Cc2nc3c(c(=O)[nH]c(=O)n3C)n2CCCc2ccccc2)CC(C)O1 (stereo unspecified)
  A = 2; B = x; C = -3%; D = 34

O=C(NC1CCCCC1)N1CCN(C(=O)c2ccco2)CC1
  A = -2; B = 9%; C = 3%; D = -15

CCOc1ccc(-c2cc(C(=O)NCCCN3CCN(CC)CC3)c3ccccc3n2)cc1
  A = 2; B = -9%; C = -6%; D = -13

CCOC(=O)C1=C(CSc2nc(-c3ccccc3)ccc2C#N)OC(N)=C(C#N)C1c1ccccc1 (stereo unspecified)
  A = -9; B = -9%; C = 1%; D = u

CCCOc1ccc(OCCSc2nnc(N)s2)cc1
  A = 1; B = -9%; C = 3%; D = 20

O=c1cc(-c2ccc(F)cc2F)[nH]c2ccc(F)cc12
  A = x; B = 0%[0.0915 µM]; C = 0%[0.00818 µM]; D = x

Cc1cc2c(cc1C)NC(=O)CC(C(F)(F)C(F)(F)C(F)(F)F)=N2
  A = u; B = x; C = 0%; D = 14

COC(=O)c1sc(NC(=O)COc2ccccc2)nc1C
  A = 0; B = 5%; C = 5%; D = 4

COc1ccc(C)cc1NC(=O)c1ccc(N(C)S(C)(=O)=O)cc1
  A = 9; B = 3%; C = -7%; D = 12

Cc1ccc(S(=O)(=O)CCSc2cccc(C(=O)Nc3ccccc3C(=O)O)c2)cc1
  A = x; B = x; C = -1%; D = u

CCc1ccccc1N1C(=O)C2CC(C)=C(C)CC2C1=O (stereo unspecified)
  A = 1; B = 6%; C = -1%; D = 35

CC(=O)c1ccc(NC2=C(N3CCOCC3)C(=O)c3ccccc3C2=O)cc1
  A = u; B = -13%; C = -12%; D = 17

COc1ccc(NC(=O)C2CCN(S(=O)(=O)c3ccc(OC)c(OC)c3)CC2)c(OC)c1
  A = -4; B = -5%; C = -3%; D = -121*

CCN(CC)C(=O)C1CCCN(C(=O)Nc2ccccc2)C1 (stereo unspecified)
  A = 4; B = 6%; C = 5%; D = 1

All compounds of this part, from the first entry:
Key to letters: A = IMPase cell inh; B = ALOX15B inhib; C = ALOX12 inhib; D = PNC inhibitor
CC1CN(Cc2nc3c(c(=O)[nH]c(=O)n3C)n2CCCc2ccccc2)CC(C)O1 (stereo unspecified)
  A = 2; B = x; C = -3%; D = 34

O=C(NC1CCCCC1)N1CCN(C(=O)c2ccco2)CC1
  A = -2; B = 9%; C = 3%; D = -15

CCOc1ccc(-c2cc(C(=O)NCCCN3CCN(CC)CC3)c3ccccc3n2)cc1
  A = 2; B = -9%; C = -6%; D = -13

CCOC(=O)C1=C(CSc2nc(-c3ccccc3)ccc2C#N)OC(N)=C(C#N)C1c1ccccc1 (stereo unspecified)
  A = -9; B = -9%; C = 1%; D = u

CCCOc1ccc(OCCSc2nnc(N)s2)cc1
  A = 1; B = -9%; C = 3%; D = 20

O=c1cc(-c2ccc(F)cc2F)[nH]c2ccc(F)cc12
  A = x; B = 0%[0.0915 µM]; C = 0%[0.00818 µM]; D = x

Cc1cc2c(cc1C)NC(=O)CC(C(F)(F)C(F)(F)C(F)(F)F)=N2
  A = u; B = x; C = 0%; D = 14

COC(=O)c1sc(NC(=O)COc2ccccc2)nc1C
  A = 0; B = 5%; C = 5%; D = 4

COc1ccc(C)cc1NC(=O)c1ccc(N(C)S(C)(=O)=O)cc1
  A = 9; B = 3%; C = -7%; D = 12

Cc1ccc(S(=O)(=O)CCSc2cccc(C(=O)Nc3ccccc3C(=O)O)c2)cc1
  A = x; B = x; C = -1%; D = u

CCc1ccccc1N1C(=O)C2CC(C)=C(C)CC2C1=O (stereo unspecified)
  A = 1; B = 6%; C = -1%; D = 35

CC(=O)c1ccc(NC2=C(N3CCOCC3)C(=O)c3ccccc3C2=O)cc1
  A = u; B = -13%; C = -12%; D = 17

COc1ccc(NC(=O)C2CCN(S(=O)(=O)c3ccc(OC)c(OC)c3)CC2)c(OC)c1
  A = -4; B = -5%; C = -3%; D = -121*

CCN(CC)C(=O)C1CCCN(C(=O)Nc2ccccc2)C1 (stereo unspecified)
  A = 4; B = 6%; C = 5%; D = 1

COc1ccccc1CSc1nc2ccccc2[nH]1
  A = 3; B = 9%; C = 1%; D = u

CCn1c(-c2csc(-c3ccc(Cl)cc3)n2)n[nH]c1=S
  A = -2; B = -23%; C = -1%; D = 34

O=C(CCCCC(=O)N1CCN(c2ccccc2)CC1)N1CCN(c2ccccc2)CC1
  A = 2; B = 9%; C = 2%; D = 19

CN(C)S(=O)(=O)c1ccc(Cl)c(NC(=O)COC(=O)C2CSC3(C)CCC(=O)N23)c1 (stereo unspecified)
  A = x; B = x; C = -1%; D = -15

Cc1cc(C)nc(SCC(=O)Nc2cc(C)on2)n1
  A = -5; B = 0%; C = 4%; D = u

Brc1ccc2c(c1)C(c1ccc(N3CCOCC3)cc1)=NNC(c1cccs1)=N2
  A = 3; B = 13%; C = -4%; D = 25

C/C(=C\C(=O)c1cccnc1)Nc1ccc(C(=O)O)cc1
  A = -3; B = 6%; C = -11%; D = 1

CC(NC(=O)/C(C#N)=C/c1cn[nH]c1-c1ccccc1)c1ccccc1 (stereo unspecified)
  A = 1; B = 10%; C = -15%; D = 25

O=C(COc1ccccc1Cl)NCCC1=CCCCC1
  A = 1; B = x; C = -6%; D = 31

O=C(Nc1ccc(N2CCCC2=O)cc1)c1cccc(F)c1
  A = 6; B = -5%; C = 6%; D = u

CNC(=O)[C@@]1(Cc2ccccc2)C=C[C@@H](C)N1C(C)=O
  A = x; B = 0%; C = -4%; D = x

Key to letters: A = IMPase cell inh; B = ALOX15B inhib; C = ALOX12 inhib; D = PNC inhibitor
CCOc1cc(NC(=O)C2CC2)c(OCC)cc1NC(=O)c1cccnc1
  A = -4; B = -7%; C = 4%; D = u

COC(=O)c1ccc(C(=O)OC)c(NC(=S)N2CCC(C)CC2)c1
  A = x; B = x; C = 1%; D = -2

Cc1cc2oc(=O)cc(CN3CCc4ccccc43)c2cc1Cl
  A = 13; B = -24%; C = -28%; D = -14

O=C(NCc1cccs1)C1CCCN(S(=O)(=O)c2cnc[nH]2)C1 (stereo unspecified)
  A = 2; B = 3%; C = -2%; D = -21

CCOC(=O)C1C(=O)Nc2nc(C)nn2C1c1ccccc1 (stereo unspecified)
  A = -7[1.84 µM]; B = -12%[11.4 µM]; C = -2%; D = -1

Cc1cc(C)c(C#N)c(SCC(=O)Nc2ccccc2C(N)=O)n1
  A = -3; B = 7%; C = 0%; D = 20

Cc1ccc(S(=O)(=O)N/N=C2/CC(c3ccccc3)Oc3ccccc32)cc1[N+](=O)[O-] (stereo unspecified)
  A = -7; B = -28%; C = -4%; D = 16

O=C1C(C2=NC(C(=O)O)C3C(=O)N(c4ccc(Cl)cc4)C(=O)C23)=C(O)c2ccccc21 (stereo unspecified)
  A = 2; B = 1%; C = -7%; D = 18

CCCn1c(C)nc2c(NCCO)nc(C)nc21
  A = x; B = 12%; C = -5%; D = x

CC(C)(C)NC(=O)C12CCC(C)(c3nc4ccccc4nc31)C2(C)C (stereo unspecified)
  A = 2; B = 6%; C = -4%; D = -8

COCCn1nnnc1CN(Cc1cc2cc(OC)c(OC)cc2[nH]c1=O)C1CCCC1
  A = -6; B = 4%; C = -12%; D = 18

Cc1cccc(CC(=O)Nc2cc(=O)n(C)c(=O)n2C)c1
  A = -3; B = -2%; C = 1%; D = u

CCCOc1ccc(/C=N/NC(=O)C(C)Sc2ccccn2)cc1OCC (stereo unspecified)
  A = x; B = x; C = -2%; D = 3

CCc1noc(C)c1C(=O)N1CCOCC1
  A = -4; B = 0%; C = 8%; D = u

c1coc(CNc2nc(-c3ccncc3)cs2)c1
  A = -6; B = x; C = -2%; D = 426

COc1ccc(C(C#N)N2N=C(C)CC2(C)C)cc1 (stereo unspecified)
  A = -6; B = -7%; C = -2%; D = -11

COc1ccc(C2CC(C(F)(F)F)n3nc(C(=O)NCCN4CCOCC4)cc3N2)cc1 (stereo unspecified)
  A = -6; B = 0%; C = 7%; D = 82

CCNc1oc(COc2cccc(C)c2)nc1C#N
  A = 2; B = -2%; C = -9%; D = 25

CC(C)(C)c1ccc(C(=O)Nc2cccc3c(=O)[nH][nH]c(=O)c23)cc1
  A = x; B = x; C = -2%; D = -12

O=C(Nc1ccc(Cl)cc1)c1cccc(N2C(=O)C3C4CCC(C4)C3C2=O)c1 (stereo unspecified)
  A = x; B = x; C = -8%; D = 13

CCCN(CCC)CCCNC(=O)C1c2cc(OC)c(OC)cc2C(=O)N(C)C1c1cccs1 (stereo unspecified)
  A = -3; B = 7%; C = -3%; D = 12

CCCC(=O)N1CCc2[nH]c3ccccc3c2C1
  A = -1; B = -11%; C = -1%; D = -12

Cc1cc(OC(=O)c2ccccc2Cl)cc(=O)n1C
  A = 2; B = -3%; C = -2%; D = -8

CC(/C=C1\SC(=S)N(NC(=O)c2ccc(C)cc2)C1=O)=C\c1ccccc1
  A = 3; B = u; C = -12%; D = 29

CCNC(=O)COC(=O)C1C(C(=O)OCC)=C(C)NC(C)=C1C(=O)OCC
  A = u; B = 3%; C = -4%; D = 10

Key to letters: A = IMPase cell inh; B = ALOX15B inhib; C = ALOX12 inhib; D = PNC inhibitor
Cc1ccc2c(c1)c(C)cc(=O)n2CCC(=O)O
  A = -3; B = 3%; C = -3%; D = -7

CCCCn1c(=O)[nH]c(=O)c2c1nc(-c1ccsc1)n2Cc1ccccc1
  A = 1; B = -15%; C = -6%; D = -4

CCOCC(=O)Nc1nnc(COc2ccc(Cl)cc2)s1
  A = -4; B = -14%; C = -6%; D = -22

CCOc1cc(C(=O)NCCCn2ccnc2)cc(OCC)c1OCC
  A = x; B = x; C = 1%; D = 83

COC(=O)c1ccc(C(NC(=O)OCc2ccccc2)/C(=C/[C@@H](C)C(=O)NCc2cc(C)on2)c2cccnc2)cc1 (stereo partly specified)
  A = x; B = 14%; C = 3%; D = x

O=[N+]([O-])c1cccc(C2=NC(c3ccccc3)CO2)c1 (stereo unspecified)
  A = x; B = x; C = -1%; D = 24

CCOc1ccc(-c2nc(C#N)c(N3CCCCCC3)o2)cc1
  A = 0; B = -7%; C = -2%; D = -3

Cc1[nH]c2ccccc2c1-c1cc(-c2cc(-c3c(C)[nH]c4ccccc34)nc(N)n2)nc(N)n1
  A = x; B = -4%[11.4 µM]; C = 2%[11.4 µM]; D = x

CCCNC(=O)c1ccc2c(c1)C1C3CCC(C3)C1C(c1ccccc1)N2 (stereo unspecified)
  A = 11; B = 11%; C = -5%; D = -8

COc1ccc(-c2cnnn2-c2ccc(NC(=O)c3ccco3)cc2)cc1OC
  A = 6; B = -4%; C = -2%; D = 11

N#C/C(=C\c1ccc(N2CCCCC2)c([N+](=O)[O-])c1)c1nn(-c2ccccc2)c(N)c1C#N
  A = 6; B = x; C = -1%; D = 37

CC(SCc1ccccc1)C(=O)N/N=C/c1ccc(OCC(=O)NCc2ccco2)cc1 (stereo unspecified)
  A = x; B = x; C = -3%; D = 18

COCCNC(=O)/C(C#N)=C/c1ccc(-c2ccc(S(=O)(=O)N3CCOCC3)cc2)o1
  A = x; B = x; C = 0%; D = u

O=C(CN(Cc1ccccc1Cl)C(=O)c1ccc(CN2CCOCC2)o1)NCC1CCCO1 (stereo unspecified)
  A = 5; B = 10%; C = 2%; D = 70

COc1cc(-c2nnn(CC(=O)N3CCOCC3)n2)cc(OC)c1OC
  A = 1; B = 6%; C = -3%; D = u

Cn1cc(-c2nc3cnc(Oc4ccccc4)nc3n(CCC#N)c2=O)c2ccccc21
  A = x; B = -5%; C = -1%; D = x

CCOC(=O)C/C(C)=N/NC(=O)COc1ccccc1C
  A = -2; B = x; C = -3%; D = -15

Clc1ccc(CSc2ncnc3c2ncn3[C@@H]2CCCCO2)cc1
  A = x; B = -8%[11.4 µM]; C = -1%[11.4 µM]; D = x

This is a random part of the collection, and some 3.1% of all compounds hit somewhere here.
